Assay outcomes (PubChem)
AT treatment = potential ataxia-telangiectasia treatment; […] A-T fibroblasts, KAP-1 phosphorylation AlphaLISA; neocarzinostatin DNA damage 30 min before lysis; Potency, µM (highest dose often 57.5 µM), inactives show at the top dose activation, most hits filed as activators; 320,000 tested, 0.19% active; AID 485349; further: potency means the concentration at half of the fitted maximal effect; % of control where 0% means no effect; nearly all actives have a fitted effect of over 45% in size
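ATM-like activity read as KAP-1 phosphorylation via AlphaLISA donor/acceptor antibody pairs after lysis and 6 hr at 25C. Cells were ATM-null patient fibroblasts ([…], hTERT), dosed 60 min, then exposed to the DSB inducer NCS for 30 min.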
GALK inhibitor = blocks human galactokinase activity; P51570; Purified GALK, Kinase-Glo residual ATP luminescence; Potency, µM (titrated, usually from 57.5 µM), for the others: at the top dose activity change, negative = inhibition, most hits filed as inhibitors; 270,000 tested, 0.007% active; AID 1868; further: potency means the concentration at half of the fitted maximal effect; on the % scale 0 is the no-effect control and ±100 the full control effect
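Galactose (100 uM) and ATP (35 uM) were turned over by 5 nM GALK for 1 h at RT. Kinase-Glo Plus then converted the remaining ATP into a luminescent signal.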
Giardia kill = Giardia lamblia killing. 340,000 tested, 0.15% active. Giardia lamblia trophozoite viability. activity change, % at 7.66 µM, hits read low. AID 540267; in the data active means activity change below about -80%; inconclusive means between about -30% and that limit;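 further: parasites exposed to compound for two days anaerobically before the ATP read; on the % scale 0 is the no-effect control and ±100 the full control effect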
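Luminescent ATP signal served as the viability read-out, measured 15-30 min after adding ATP detection reagent to trophozoites that had been incubated with compounds for 48 hrs at 37 deg C anaerobically at 100 cells/well.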
hERG WT inh = blocks the wildtype human KCNH2 potassium channel. activity change, % at 1.84 µM. U2OS, BacMam KCNH2, thallium flux FluxOr; hits give low values. 340,000 tested, 0.37% active. AID 720551. Q12809;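 active means maximum activity change below -70%; inconclusive means maximum activity change between -70% and -50%; inactive means maximum activity change above -50%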; further: on the % scale 0 is the no-effect control and ±100 the full control effect
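U2OS cells transduced with wild-type KCNH2 virus are loaded with FluxOr dye for 45 min, and thallium flux is measured in kinetic reads before and after stimulation buffer. Rate constants are normalized to DMSO controls.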
CXXC DNA block = blocks binding of human MLL CXXC domain to DNA. Q03164. MLL-CXXC / FITC-HOXA9 DNA fluorescence polarization. Potency, µM (highest dose often 115 µM), without a hit: top-dose activity change, negative = inhibition, hits mostly inhibitors. 290,000 tested, 0.037% active; active means well fitted inhibition curve with a large enough effect in the polarisation, with a control signal flat, not every such curve was filed as active; inconclusive means small, poorly fitted or top-dose-only effect, or effect the other way, or a change in a side signal; inactive means no such curve, though single readings can be large or run the other way; the % refers to the polarisation; further: potency means the concentration at half of the fitted maximal effect
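Steps: dispense CXXC domain solution (7 uM) → pin compounds or unlabeled HOX-A9 DNA control → 5 min ambient → add FLSN-HOX-A9 solution (50 nM) → spin → 30 min ambient → fluorescence polarization. Tris pH 7.5/NaCl/DTT/BSA buffer.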
Tb PFK block = inhibitors of T. brucei phosphofructokinase; O15648; Potency, µM (highest dose often 57.5 µM), for inactives: at the top dose activity, negative = inhibition, actives largely listed as inhibitors; T. brucei PFK, ADP-Glo luminescence; 330,000 tested, 0.17% active;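 further: potency means the concentration at half of the fitted maximal effect; 0% = uninhibited 1x PFK enzyme wells and -100% = no-enzyme wells; nearly all actives have a fitted effect of over 60% in size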
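PFK 1.25 nM, F6P 0.5 mM, ATP 0.1 mM, 0.1 M TEA pH 8.0, 5 mM MgCl2, 0.01% Tween20, 0.1% BSA; 45 min RT. ADP-Glo readout. qHTS titration up to 57 uM; curves fitted, compounds curve-classed.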
TSHR antagonist = human thyrotropin receptor antagonism; AID 504810; P16473; TSHR-expressing cells, TSH-stimulated cAMP HTRF, 2 h; hits give low values; activity change, negative = inhibition, % at 11.5 µM; 330,000 tested, 0.2% active;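 active means activity change below a set negative limit, meaning inhibition stronger than a set level, cut at about -70% in these data; inconclusive means activity change between two set negative limits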; further: on the % scale 0 is the no-effect control and ±100 the full control effect
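Read-out is FRET at 665 nm (cryptate excitation 337 nm) from a cryptate-tagged anti-cAMP antibody, competed by cell cAMP against cAMP-d2. Compounds are tested on freshly harvested TSHR cells challenged with 4nM TSH (EC80) for 2 hours at 37 deg C.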
Chronic BCR inh = chronic active BCR signaling inhibition | ABC-DLBCL IkBa-CBG/CBR reporter, luminescence ratio, 4 h | Potency, µM (series often up to 46.1 µM), without a hit: at the top dose ratio change, negative = lower green/red ratio, hits mostly inhibitors | 340,000 tested, 0.05% active; active means well fitted inhibition curve with a large enough effect in the signal ratio, with a control signal flat, not every such curve was filed as active; inconclusive means small, poorly fitted or top-dose-only effect, or effect the other way, or a change in a side signal; the % refers to the signal ratio;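 further: potency means the concentration at half of the fitted maximal effect; plate controls were basal doxycycline-induced cells for no effect and cells given 10 µM MG132 for full effect; MG132 reads +100%, hits lower the ratio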
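TMD8 ABC-DLBCL cells carrying doxycycline-inducible green luciferase fused to IkappaBalpha plus unfused red luciferase were exposed to compounds (up to 46 uM) for 4 hrs at 37C. Activity came from the overlap-corrected green/red luminescence ratio.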
Coupling enz = inhibits coupling enzyme system, counter-screen for aldolase hits; AID 2472; activity change, negative = inhibition, % at 58.2 µM, hits read low; 290,000 tested, 0.67% active; coupling enzyme system counterscreen, AmpLite Red fluorescence; in the data active means activity change below about -30%; further: on the % scale 0 is the no-effect control and ±100 the full control effect
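Final compound at 57.5 uM, incubated 10 min at RT with coupling enzyme reagent (glyceraldehyde-3-phosphate), then 20 min with substrate and AmpLite Red detection. Fluorescence read at 525/598 nm; tests interference with the coupling assay, not aldolase inhibition.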
TCR activator = activators of T cell receptors. primary human leukocytes, anti-CD3, IL-2 HTRF, 48 h. Potency, µM (titrated, usually from 9.22 µM), inactives show at the highest dose activation of IL-2 secretion, most hits filed as activators. 330,000 tested, under 10 active. AID 504894; further: % of control where 0% means no effect
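48 hr co-incubation of compounds, a-CD3 beads and primary human leukocytes; IL-2 quantified homogeneously by HTRF with anti-IL-2 K and d2 conjugates.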
* = called active by the depositor; ? = inconclusive; · = no result given; [ ] = remark or other dose. Unless noted, the call rests on the fitted dose curve; in most records, active means well fitted curve in the direction sought with a large enough effect; inconclusive means small, poorly fitted or top-dose-only effect, or another doubt; inactive means no such curve, though single readings can be large; an effect the other way counts as inactive or inconclusive.

SMILES	AT treatment	GALK inhibitor	Giardia kill	hERG WT inh	CXXC DNA block	Tb PFK block	TSHR antagonist	Chronic BCR inh	Coupling enz	TCR activator
C/C(=N\NC(=O)C(N)=O)c1ccc(O)cc1O	3%	9%	-28	-5	0%	-11%	25	-5%	-14	-3%
N=c1oc2cc(O)ccc2cc1C(=O)Nc1ccc(Br)cc1	7%	-4%	-18	2	35%[activator]	-1%	?	?	8	·
Cc1cccc(C(=O)NNC(=O)C(=O)NC(C)(C)C)c1	4%	-2%	-2	2	13%	8%	19	-2%	1	4%
Cc1ccccc1NC(=O)C1C2/C=C\CCCCC21 (stereo not drawn)	5%	0%	-5	3	2%	-3%	-5	?	4	-10%[46.1 µM]
CCOCCCNC(=O)CCn1ccc2cc(S(=O)(=O)N3CCCC3)ccc21	0%	8%	4	-9	1%	-10%	9	-1%	-1	1%
S=C(Nc1ccc(Oc2ccccc2)cc1)NC1CCCC1	2%	-1%	10	15	2%	-4%	-7	-22%	3	-5%[46.1 µM]
COc1ccc(CC(=O)NC(C)c2nnc(SCC(=O)Nc3ccccc3)n2C)cc1 (stereo not drawn)	-2%	1%	1	-5	-16%	1%	7	-3%	2	-4%
Cn1c(NC(=O)/C=C/c2ccco2)cc(=O)n(C)c1=O	1%	1%	-2	-7	71%[activator]	-6%	3	-1%	-5	2%[46.1 µM]
O=C(O)CC/C(=N/NC(=O)CNC(=O)Cc1ccccc1)c1ccccc1	-1%	-2%	2	8	-4%	0%	11	-1%	0	-1%
CCc1ccccc1N1CN(Cc2ccco2)CNC1=S	3%	-1%	34[activator]	-4	2%	0%	1	11%	-2	6%
O=C(Cn1cc(/C=N/NC(=O)c2cccc(C(F)(F)F)c2)c2ccccc21)Nc1ccc(F)cc1	-3%	·	17	4	-1%	18%	32	-15%	1	3%
CCOc1ccc(CCNC(=O)c2ccc(NC3=NC4CS(=O)(=O)CC4S3)cc2)cc1 (stereo not drawn)	3%	-3%	-2	-5	36%[activator]	1%	6	5%	·	-194%
Cc1ccc(-c2cc(C(F)(F)F)c(C#N)c(SCCC#N)n2)o1	-6%	-1%	-16	-3	12%	0%	12	1%	-3	·
Cc1cccc(OCC(=O)Nc2ccc3c(c2)nc(CCN2CCC(C)CC2)n3C)c1	2%	-1%	-11	43	3%	-3%	-3	?	-3	6%
COc1ccccc1NC(=O)COc1cccc(-n2cnnn2)c1	-5%	4%	12	9	4%	-4%	-7	0%	1	0%
Cc1cc(C)c(S(=O)(=O)Nc2ccc[nH]c2=O)c(C)c1	-1%	1%	-5	3	1%	-13%	3	-5%	-72*	-1%
CCN(CC)S(=O)(=O)c1ccc(N2CCOCC2)c(NC(=O)C2CSC3(C)CCC(=O)N23)c1 (stereo not drawn)	-5%	-1%	7	-1	2%	2%	-3	0%	0	-18%
COc1ccc(S(=O)(=O)Nc2ccc(C)cc2)cc1N(C)S(=O)(=O)c1ccc(Cl)cc1	15%	0%	-9	12	5%	0%	-91*	7%	3	-3%
Cc1sc2nc(SCCO)n(-c3ccccc3)c(=O)c2c1C	-1%	2%	-9	3	5%	-3%	-10	?	4	2%
CNC(=O)C(=O)NCC1OCCN1S(=O)(=O)c1ccc(OC)c(OC)c1 (stereo not drawn)	0%	-2%	20	2	?	0%	3	4%	1	3%

Structures above printed as active in TSHR antagonist.
structure	GALK inhibitor	CXXC DNA block	Tb PFK block	TSHR antagonist	Chronic BCR inh	TCR activator
COc1ccc(S(=O)(=O)Nc2ccc(C)cc2)cc1N(C)S(=O)(=O)c1ccc(Cl)cc1	0%	5%	0%	-91*	7%	-3%

Later entries.
SMILES	AT treatment	GALK inhibitor	Giardia kill	hERG WT inh	CXXC DNA block	Tb PFK block	TSHR antagonist	Chronic BCR inh	Coupling enz	TCR activator
CCOC(=O)N1CCC(N2Cc3cccc(C(=O)Nc4ccccc4OC)c3C2=O)CC1	11%	-3%	8	0	33%[activator]	-5%	-7	?	·	-4%
CCCCn1nnnc1SCC(=O)NC1CCCCC1	2%	-2%	-4	-123*	18%	1%	-33	1%	5	-6%
N#CC1(NC(=O)CSc2nc3ccccc3s2)CCCCC1	8%	·	-29	1	·	-2%	24	2%	·	5%
COc1ccc(S(=O)(=O)N(C)C[C@H]2Oc3ccc(NC(=O)Nc4ccc5c(c4)OCO5)cc3C(=O)N([C@H](C)CO)C[C@@H]2C)cc1	12%	·	10	13	·	0%	10	2%	·	5%
CN(C)CC(c1ccccc1)c1ccccc1	-23%	-1%	24	7	-24%	-1%	7	?	0	-2%
O=C(COc1ccc(-c2nnco2)cc1)Nc1ccc(F)c(Cl)c1	12%	·	-12	0	·	?	-11	?	·	-1%[46.1 µM]
CCC(=O)NCCc1nc2cc(NC(=O)c3cccs3)ccc2n1C	3%	-2%	0	-8	8%	-3%	0	?	0	-1%
CC(O)CNC(=O)c1ccc(-c2nn(C)c(=O)c3ccccc23)cc1 (stereo not drawn)	5%	0%	-6	0	-1%	-3%	-2	-8%	0	-1%
O=C(NN(C(=O)c1ccccc1)c1ccccc1)c1ccccc1	5%	-1%	8	-12	1%	?	-4	0%	3	3%
O=C(COC(=O)c1cc(-c2ccncc2)nc2ccccc12)Nc1ccc2c(c1)OCO2	-2%	0%	·	·	0%	-2%	13	1%	2	-3%[46.1 µM]
O=C(Nc1ccc2nc3n(c(=O)c2c1)CCCCC3)C(=O)N1CCN(c2ccc(F)cc2)CC1	4%	3%	-6	0	14%	5%	1	1%	·	-6%
COc1ccc(S(=O)(=O)N2CCOCC2)cc1NC(=O)Cc1c(F)cccc1Cl	6%	·	0	-11	·	0%	7	-2%	·	8%
CC(C)(C)OC(=O)NCCCC[C@H](NC(=O)c1[nH]cnc1C(=O)Nc1ccccc1)C(=O)OC(C)(C)C	-36%	4%	2	-18	-4%	-4%	5	1%	-8	-2%
O=C(NCC1CCCO1)/C(=C/c1cn(-c2ccccc2)nc1-c1cccnc1)NC(=O)c1ccccc1 (stereo not drawn)	0%	-2%	8	0	-4%	4%	-1	-4%	3	7%
O=C(NNC(=O)c1cnccc1C(F)(F)F)c1ccccc1	-3%	6%	0	-1	-2%	2%	-2	-3%	-1	-1%
Cc1c(S(=O)(=O)Nc2ccc3c(c2)OCCO3)c(=O)n(C)c(=O)n1C	5%	1%	-5	-4	-7%	5%	4	-14%	-2	1%
O=C(NCCC1=CCCCC1)c1coc(=O)c(Br)c1	14%	0%	2	7	-5%	4%	-14	?	10	1%
Cc1ccccc1-c1nc(S(=O)(=O)c2ccccc2)c(NCCCN2CCOCC2)o1	12%	·	0	59	·	1%	·	?	·	-8%
CCOC(=O)[C@@H]1[C@H]2COc3cc(OC)ccc3[C@@H]2N2C(=O)N(c3ccccc3)C(=O)[C@@]12C	-10%	·	?	-15	·	0%	-1	0%	·	-2%
Cc1cc(C)cc(NC(=O)CN2CCC(NC(=O)c3cccc(F)c3)CC2)c1	6%	3%	-16	17	6%	4%	3	-10%	3	3%
Cc1cccc(C)c1NC(=O)N1CCCC1C(=O)Nc1ccc(-n2cnnn2)cc1 (stereo not drawn)	0%	11%	6	-5	1%	-2%	7	10%	1	6%
Cc1ccc(S(=O)(=O)NCCCN(C)C)cc1	-2%	5%	-1	5	2%	3%	2	?	-2	1%
O=C(O)CCCC(=O)Nc1ccccc1-n1ccnc1	6%	-2%	1	-5	0%	2%	-4	15%	2	2%
O=c1oc(-c2ccccc2NS(=O)(=O)c2ccccc2)nc2ccccc12	4%	0%	0	0	-7%	-2%	-2	3%	7	1%
CCOC(=O)CNC(=O)Nc1cc(C(C)(C)C)nn1-c1ccccc1	7%	3%	6	0	16%	1%	-4	0%	2	-4%
CC(=O)c1ccc(N2CCN(C(=O)c3cccs3)CC2)c(F)c1	-3%	-7%	-14	5	-5%	0%	13	-2%	-4	·
C=CCn1c(C)cc(C)c(C#N)c1=O	5%	0%	-13	-7	0%	1%	58	-7%	2	1%
O=C(OCC(=O)N1CCN(C(=O)c2ccco2)CC1)c1cccc(F)c1	3%	·	1	2	·	3%	16	-2%	·	-2%
CNC(=S)N/N=C(\C)c1ccc2c(c1)OCCO2	-6%	0%	10	-14	-3%	0%	-5	?	1	5%[46.1 µM]
Cc1ccc(C(=O)N(CC(=O)NC2CCCC2)c2ccc(F)cc2)s1	3%	-1%	22	-19	2%	-7%	-8	4%	-3	-1%
CCN(CC)c1ccc(/C=C(\C#N)C(N)=S)cc1	-22%	10%	-29	-3	?	1%	-8	?	2	-7%
CCn1c(CN2CCN(c3ccc(OC)cc3)CC2)nc2cc(S(=O)(=O)N(C)C)ccc21	1%	-1%	13	-17	1%	-3%	0	-9%	-4	-5%
CCN(C[C@H]1N[C@@](C)(C(=O)OC)[C@H]2C(=O)N(C)C(=O)[C@@H]12)C(=O)Nc1ccccc1	6%	·	-16	15	·	-1%	12	0%	·	-4%
